Screening results as filed in PubChem BioAssay.
LmPK inhibitor – LmPK (Leishmania mexicana) enzyme inhibition; Q27686; purified LmPK, Kinase-Glo ATP luminescence, 1 h; Potency, µM (top dose mostly 57.5 µM), inactives show at the highest dose activity change, negative = inhibition, usual class: inhibitors; 290,000 compounds, 0.37% hits; note: potency is the fitted concentration of half-maximal effect
Target sequence (Q27686 whole entry, looked up): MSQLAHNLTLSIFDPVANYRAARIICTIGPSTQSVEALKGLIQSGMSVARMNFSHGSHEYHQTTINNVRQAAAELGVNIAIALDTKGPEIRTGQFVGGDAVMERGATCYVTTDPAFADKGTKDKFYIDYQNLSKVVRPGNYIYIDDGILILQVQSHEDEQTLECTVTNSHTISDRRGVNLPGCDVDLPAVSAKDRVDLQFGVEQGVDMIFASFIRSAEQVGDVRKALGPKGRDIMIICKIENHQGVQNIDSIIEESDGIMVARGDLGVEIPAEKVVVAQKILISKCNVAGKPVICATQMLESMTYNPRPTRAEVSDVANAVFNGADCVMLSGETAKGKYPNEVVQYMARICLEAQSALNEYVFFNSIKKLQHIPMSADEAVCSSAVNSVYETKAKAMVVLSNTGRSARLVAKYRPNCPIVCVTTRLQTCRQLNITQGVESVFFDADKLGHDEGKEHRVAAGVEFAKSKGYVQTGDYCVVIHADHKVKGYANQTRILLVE
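Pyruvate kinase activity monitored as ATP production (luciferase luminescence). Conditions: 0.1 nM enzyme, 0.5 mM PEP, 0.1 mM ADP, 1 h, RT; normalized against uninhibited and no-enzyme wells.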
AMA1-RON2 inh – disrupts binding of P. falciparum AMA1 to RON2 | AID 720542 | Potency, µM (top dose mostly 58.2 µM), for inactives: at the highest dose activity change, negative = inhibition, actives largely listed as inhibitors | 360,000 compounds, 0.2% hits | AlphaScreen AMA1-biotinylated RON2 peptide binding;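 note: potency is the fitted concentration of half-maximal effect; 0% = vehicle wells and -100% = peptide control; nearly all actives have a fitted effect of over 45% in size; some results filed as inactive show a strong effect at the top dose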
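AMA1 (3D7) with his tag at 25 nM final met compounds first, then biotinylated RON2 peptide at 25 nM; detection used donor plus acceptor beads, 10 µg/mL apiece, read by AlphaScreen after 30 min at room temperature.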
AmpC detergent – blocks E. coli AmpC beta-lactamase in detergent assay; P00811; Potency, µM (series often up to 114 µM), for the others: at the highest dose activity change, negative = inhibition, usual class: inhibitors; AID 485294; 370,000 compounds, 0.041% hits; AmpC hydrolysis of nitrocefin, absorbance 480 nm, 0.01% Triton;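 note: potency is the fitted concentration of half-maximal effect; 0% = no-compound wells and -100% = no-enzyme wells; nearly all actives have a fitted effect of over 25% in size; some results filed as inactive show a strong effect at the top dose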
Target sequence (P00811 whole entry, looked up): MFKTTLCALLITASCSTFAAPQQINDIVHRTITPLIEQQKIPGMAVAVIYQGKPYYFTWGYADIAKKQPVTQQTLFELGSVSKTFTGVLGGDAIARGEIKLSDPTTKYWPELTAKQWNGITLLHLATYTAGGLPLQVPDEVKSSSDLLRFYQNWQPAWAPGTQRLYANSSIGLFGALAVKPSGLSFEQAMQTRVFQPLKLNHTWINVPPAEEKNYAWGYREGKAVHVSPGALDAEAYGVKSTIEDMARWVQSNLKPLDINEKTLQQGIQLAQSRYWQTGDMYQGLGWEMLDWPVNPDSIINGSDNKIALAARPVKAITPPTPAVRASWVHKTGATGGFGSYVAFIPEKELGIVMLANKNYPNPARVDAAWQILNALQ
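AmpC (5.3 nM in the dispensed reagent) in 20 mM phosphate pH 7.0 with 0.01% (detergent screen) or 0.0001% Triton X-100 was preincubated with compounds for 15 min at room temperature. Nitrocefin was then added from an 800 uM solution, and hydrolysis was followed at 480 nm.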
TbPYK inhibitor – inhibitors of Trypanosoma brucei pyruvate kinase; 410,000 compounds, 0.12% hits; AID 624173; Q57TT1; TbPYK enzyme, Kinase-Glo Plus ATP luminescence, 45 min; Potency, µM (titrated, usually from 76.8 µM), for the others: top-dose activity, negative = inhibition, hits mostly inhibitors; note: potency is the fitted concentration of half-maximal effect; nearly all actives have a fitted effect of over 50% in size
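Quantitative HTS: titrated library compounds versus trypanosomal pyruvate kinase in TEA buffer (pH 7.2) containing KCl, MgCl2, BSA and Tween-20. Reactions were initiated with ADP, 130 uM final. Kinase-Glo Plus luminescence was read after 45 min at RT.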
Sm TGR block – blocks Schistosoma mansoni thioredoxin glutathione reductase | purified TGR, DTNB reduction, TNB absorbance 405 nm | Potency, µM (titrated, usually from 114 µM), for inactives: top-dose activity change, negative = inhibition, usual class: inhibitors | 360,000 compounds, 3% hits | AID 485364; note: potency is the fitted concentration of half-maximal effect; nearly all actives have a fitted effect of over 60% in size
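First, TGR (20 nM dispensed) and NADPH were mixed with compound. Second, a 15 min room-temperature incubation followed. Third, further NADPH and then DTNB were added to start the reaction. Finally, TNB absorbance was monitored kinetically.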
HCMV antiviral – inhibitors of human cytomegalovirus; HFF cells, HCMV-luciferase reporter, 72 h; active compounds read low; activity change, negative = inhibition, % at 57.5 µM; 410,000 compounds, 4.5% hits; in the data active = activity change below about -60%; inconclusive = no clear call, values can overlap the other calls; inactive = above about -39%
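Inhibition of viral replication was scored as loss of reporter luminescence in HFFs infected with HCMV-luciferase (MOI 1 PFU/cell) for 72 h; compounds tested at 2 doses, normalized to buffer and Salinomycin controls.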
AmpC no deterg – inhibitors of E. coli AmpC beta-lactamase without detergent | P00811 | AmpC nitrocefin hydrolysis, absorbance 480 nm, 0.0001% Triton | Potency, µM (highest dose often 57.1 µM), for inactives: at the top dose activity change, negative = inhibition, most hits filed as inhibitors | 330,000 compounds, 0.52% hits | AID 485341;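 note: potency is the fitted concentration of half-maximal effect; plate controls were no compound for no effect and no enzyme for full effect; nearly all actives have a fitted effect of over 20% in size; some results filed as inactive show a strong effect at the top dose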
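20 mM phosphate pH 7.0 + 0.01% (detergent screen) or 0.0001% Triton X-100; 5.3 nM AmpC reagent; cpd preinc 15 min RT; nitrocefin (800 uM stock) to start; A480 q20 s × 4 min; Activity was normalised to no-enzyme and no-compound control wells.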
* = called active by the depositor; ? = inconclusive; nt = not tested or not shown; [ ] = remark or other dose. Unless noted, calls come from the whole dose curve; as a rule, active = well fitted curve in the direction sought with a large enough effect; inconclusive = small, poorly fitted or top-dose-only effect, or another doubt; inactive = no such curve, though single readings can be large; an effect the other way counts as inactive or inconclusive. Unless noted, % is set by controls: 0 for no effect and ±100 for the full control effect.

Results follow in this order: TbPYK inhibitor, AMA1-RON2 inh, AmpC detergent, LmPK inhibitor, AmpC no deterg, HCMV antiviral, Sm TGR block
(1) COc1ccc(C(=O)CCC(=O)Nc2cccnc2)c(OC)c1
→ -6%, 0%, -10%, -5%, 5%, 4, -9%
(2) COC(=O)C1=C(C)Nc2c(c(=O)n(C)c(=O)n2C)C1c1cccc(O)c1 (stereo unspecified)
→ -4%, 7%, -5%, 0%, -3%, 36, -1%
(3) CC(C)CNC(=O)CSc1nnc(-c2ccc(Cl)cc2)n1N
→ -1%, 0%, -12%, -4%, -11%, -18, 83%[activator]
(4) Cc1cc(C)c(S(=O)(=O)c2ccccc2C(=O)O)c(C)c1
→ -5%, 3%, -2%, 9%, -17%, 3, -21%
(5) COc1ccc(C(CNC(=O)c2cccc(S(=O)(=O)Nc3ccccc3OC)c2)N2CCOCC2)cc1 (stereo unspecified)
→ 1%, -3%, ?, nt, 140%[activator], -25, -8%
(6) Cc1ccc(C(=O)OCC(=O)Nc2ccccc2N2CCOCC2)cc1
→ -4%, -5%, 2%, 6%, -12%, -17, -17%
(7) COc1cc(C(=O)Nc2ccc(OCC(=O)O)cc2)cc(OC)c1OC
→ 0%, -7%, ?, -7%, -11%, 46, -16%
(8) Cn1c(=O)[nH]c(=O)c2c1nc(N1CCCCC1)n2CC(O)COc1ccc([N+](=O)[O-])cc1 (stereo unspecified)
→ -3%, 0%, 2%, 0%, 67%[activator], 16, 8%
(9) c1ccc(C2=Nn3c(nnc3-c3ccco3)SC2)cc1
→ 0%, 0%, -10%, -2%, -3%[2.29 µM], -2, -13%
(10) Clc1cccc(Nc2nc(-c3ccncc3)cs2)c1
→ 2%, 2%, -4%, 9%, -25%, 146, -1%
(11) COc1ccc(-n2nc(C(=O)NCC(=O)NC(C)C)c3ccccc3c2=O)c(OC)c1
→ 2%, 0%, -1%, 1%, 2%, -17, -6%
(12) Cc1ccc(C(=O)N/C(=C\c2ccc(Cl)cc2)C(=O)NCC2CCCO2)cc1 (stereo unspecified)
→ 0%, 0%, -9%, 2%, 53%, 21, 1%
(13) O=C(Nc1ccncc1Cl)c1ccncc1
→ -2%, -3%, 6%, -8%, -6%, -31, -23%
(14) COc1ccccc1NC1=CC(=O)CC(c2ccccc2)C1 (stereo unspecified)
→ 6%, 20%, -10%, -1%, -28%, 58, -24%
(15) O=C1C2CC=CCC2C(=O)N1Nc1ccccc1 (stereo unspecified)
→ 6%, -11%, 8%, 1%, -11%, -3, 21%
(16) C=CCn1c(=NC(=O)c2cccs2)sc2cc(NC(C)=O)ccc21
→ 0%, 20%, 5%, -9%, -3%, 3, 14%
(17) NC(=O)C1CC(O)CN1c1nc(CN2CCOCC2)nc2scc(-c3ccccc3)c12 (stereo unspecified)
→ 0%, 5%, ?, 3%, 117%[activator], 21, -12%
(18) COC(=O)c1ccc(/C=N/NC(=O)c2ccc3nc[nH]c3c2)cc1
→ -4%, 2%, -5%, 0%, 7%, ?, -7%
(19) CC1=C(C(=O)N(C)C)CC(CC(=O)NCCCCc2ccccc2)C(=O)N1Cc1ccccc1 (stereo unspecified)
→ 1%, 7%, nt, nt, nt, -12, nt
(20) Cc1ccccc1-c1nnc(SCC(=O)Nc2cccc(C)c2C)o1
→ 0%, 23%, -12%, 3%, -29%, 21, 8%

New compounds follow
Results follow in this order: TbPYK inhibitor, AMA1-RON2 inh, AmpC detergent, LmPK inhibitor, AmpC no deterg, HCMV antiviral, Sm TGR block
(21) Cc1ccc(Cn2ccc(NC(=O)c3cc(C(C)C)on3)n2)cc1
→ -1%, 34%[activator], 3%, 1%, 13%, 16, -2%
(22) O=C(NNC(=O)c1ccc(Br)s1)NC1CCCCC1
→ 4%, -3%, -6%, -2%, 0%, 11, 1%
(23) C[C@H](NC(=O)N1CCn2c1nc1ccccc12)C(=O)NC1CC1
→ -3%, 103%[activator], 2%, -4%, -6%, 0, -11%
(24) COCCNc1nc(N)c([N+](=O)[O-])c(NCc2ccccc2)n1
→ 3%, 0%, 4%, 0%, -9%, 59, -11%
(25) CCOC(=O)CC(=O)CSc1nc2ccsc2c(=O)n1Cc1ccccc1
→ 0%, nt, 2%, nt, nt, -20, 3%
(26) BrC(=C\c1ccccc1)/C=N/Nc1ccc2nncn2n1
→ 1%, 33%[activator], -8%, -1%, -27%, ?, ?
(27) CN1C(=O)CC(N2CCC(C(N)=O)(N3CCCCC3)CC2)C1=O (stereo unspecified)
→ -1%, 23%, ?, 2%, -43%, 2, -1%
(28) COc1cccc(NC(=O)CN(C)C(=O)CSc2nc(C)cc(C)n2)c1
→ -1%, 17%, ?, nt, -13%, -19, 5%
(29) COc1cc(C(=S)N2CCCC2)ccc1OS(=O)(=O)c1ccc(NC(C)=O)cc1
→ 1%, -4%, 6%, -2%, 26%, -36, -2%
(30) Cc1cc(C(=O)NCCN2CCOCC2)ccc1[N+](=O)[O-]
→ 1%, -13%, 4%, 1%, -7%, 26, 0%
(31) COc1ccc(NC(=O)c2cc(C(C)C)on2)c(OC)c1
→ -6%, 0%, -2%, 6%, -88%, -5, 11%
(32) O=C(Nc1ccc(OCc2ccccc2)cc1)Nc1cccnc1
→ 1%, 13%, -5%, 0%, 0%, 2, -7%
(33) O=C1CCCN1CCCN1CC(C(=O)N(CCO)Cc2ccccc2)CCC1=O (stereo unspecified)
→ 10%, 11%, 4%, 0%, -9%, 19, 0%
(34) Cc1nn(C)c(C)c1C(C)NC(=O)c1ccc(OC2CCN(Cc3ccccn3)CC2)cc1 (stereo unspecified)
→ 0%, 50%[activator], -7%, 6%, -2%, -24, -26%
(35) Cc1cc2nc(N)sc2cc1[N+](=O)[O-]
→ -12%, 8%, -1%, -3%, -15%, -16, 4%
(36) Cc1ccc(NS(=O)(=O)c2ccc3[nH]c4c(c3c2)CCCC4)cc1N(C)C
→ -13%, nt, 1%, nt, nt, 3, 1%
(37) O=C(NC1CCCCC1)C(c1ccccc1)N1CCOCC1 (stereo unspecified)
→ -8%, 11%, -11%, -5%, 0%, -8, 0%
(38) CN(C(=O)COC(=O)c1nc(Cl)c(Cl)c(Cl)c1Cl)C1CCS(=O)(=O)C1 (stereo unspecified)
→ 3%, -3%, 1%, 1%, 11%, -99*, 35µM*
(39) Cc1ccc(S(=O)(=O)N(C)S(=O)(=O)c2ccc(C)cc2)cc1
→ 3%, 60%[activator], -12%, nt, -19%, 11, -1%
(40) Cc1ccc2scc(N3CCN(c4ccccc4)CC3)c(=O)c2c1
→ 2%, nt, 17%, nt, nt, 14, 2%

An excerpt from above in order of formula weight, low to high.
Results follow in this order: TbPYK inhibitor, AMA1-RON2 inh, AmpC detergent, LmPK inhibitor, AmpC no deterg, HCMV antiviral, Sm TGR block
(40) Cc1ccc2scc(N3CCN(c4ccccc4)CC3)c(=O)c2c1
→ 2%, nt, 17%, nt, nt, 14, 2%
(26) BrC(=C\c1ccccc1)/C=N/Nc1ccc2nncn2n1
→ 1%, 33%[activator], -8%, -1%, -27%, ?, ?
(25) CCOC(=O)CC(=O)CSc1nc2ccsc2c(=O)n1Cc1ccccc1
→ 0%, nt, 2%, nt, nt, -20, 3%

Additional structures follow.
Results follow in this order: TbPYK inhibitor, AMA1-RON2 inh, AmpC detergent, LmPK inhibitor, AmpC no deterg, HCMV antiviral, Sm TGR block
(41) CCOc1c(Br)cc(C(N)=O)cc1OCc1ccccc1
→ -13%, 15%, 6%, 8%, 19%, -10, 25%
(42) NC(=O)c1c(NC(=O)CS(=O)(=O)c2ccc(Cl)cc2)sc2c1CCCC2
→ 0%[15.4 µM], nt, -6%, nt, nt, 0, -6%
(43) O=C1NC[C@@H](CCCCN2C[C@H](Cc3ccc(O)cc3)N(CCc3ccccc3)C(=O)C2=O)N(CC2CCCCC2)C1=O
→ 2%, -5%, nt, nt, nt, -8, nt
(44) O=C(O)CCc1ccc(-c2ccccc2)n1-c1cccc(C(=O)O)c1
→ -9%, 3%, 7%, -4%, -24%, 44, 11µM*
(45) COc1cc2[nH]c(=S)nc(NCc3ccccc3)c2cc1OC
→ -24%, 51%[activator], 5%, 2%, -13%, 4, -3%
(46) CCNC(=S)NS(=O)(=O)c1ccc(F)cc1
→ 0%, 3%, -2%, 0%, -2%, -11, 15%

Gathered by group: the entries above containing an aryl methoxy group (nine)
Results follow in this order: TbPYK inhibitor, AMA1-RON2 inh, AmpC detergent, LmPK inhibitor, AmpC no deterg, HCMV antiviral, Sm TGR block
(1) COc1ccc(C(=O)CCC(=O)Nc2cccnc2)c(OC)c1
→ -6%, 0%, -10%, -5%, 5%, 4, -9%
(5) COc1ccc(C(CNC(=O)c2cccc(S(=O)(=O)Nc3ccccc3OC)c2)N2CCOCC2)cc1 (stereo unspecified)
→ 1%, -3%, ?, nt, 140%[activator], -25, -8%
(7) COc1cc(C(=O)Nc2ccc(OCC(=O)O)cc2)cc(OC)c1OC
→ 0%, -7%, ?, -7%, -11%, 46, -16%
(11) COc1ccc(-n2nc(C(=O)NCC(=O)NC(C)C)c3ccccc3c2=O)c(OC)c1
→ 2%, 0%, -1%, 1%, 2%, -17, -6%
(14) COc1ccccc1NC1=CC(=O)CC(c2ccccc2)C1 (stereo unspecified)
→ 6%, 20%, -10%, -1%, -28%, 58, -24%
(28) COc1cccc(NC(=O)CN(C)C(=O)CSc2nc(C)cc(C)n2)c1
→ -1%, 17%, ?, nt, -13%, -19, 5%
(29) COc1cc(C(=S)N2CCCC2)ccc1OS(=O)(=O)c1ccc(NC(C)=O)cc1
→ 1%, -4%, 6%, -2%, 26%, -36, -2%
(31) COc1ccc(NC(=O)c2cc(C(C)C)on2)c(OC)c1
→ -6%, 0%, -2%, 6%, -88%, -5, 11%
(45) COc1cc2[nH]c(=S)nc(NCc3ccccc3)c2cc1OC
→ -24%, 51%[activator], 5%, 2%, -13%, 4, -3%

An unsorted share of the library, and some 7.4% of all compounds hit somewhere here.
